Screening results (PubChem BioAssay)
TROY signal inh = blocks TROY-dependent signaling in reporter cells. inhibition, % at 10 µM. 360,000 tested, 0.98% active. Q293 LMP1-TROYcd NF-kB luciferase reporter, 4 h. AID 1347056;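 active means compounds whose plate-normalised and pattern-corrected inhibition of the luciferase reporter signal at the single screening dose is 50% or more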
TWEAK Fn14 block = blocks TWEAK-Fn14 interaction in a reporter cell assay; TWEAK-stimulated Fn14 reporter cells, luciferase luminescence, 8 h; 360,000 tested, 2% active; inhibition, % at 10 µM; in the data active means inhibition above about 50%
C8 TRAIL sens = sensitizes caspase-8 expressing cells to TRAIL. NB7+C8 cells + TRAIL, ATPlite viability luminescence. inhibition (viability loss, TRAIL sensitization), % at 10 µM. 360,000 tested, 1% active. AID 624354;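 active means compounds causing at least 50% loss of cell viability in the single-dose screen, relative to plate controls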
COUP-TFII inh = inhibitors of human COUP-TFII (NR2F2); HEK293T NGFI-A luciferase reporter, luminescence; 370,000 tested, 0.7% active; inhibition, % at 8.6 µM; P24468;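 active means inhibition above a per-plate cutoff, mean inhibition of test wells between control levels plus 3 SD, cut at about 38% in these data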;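 further: cells cotransfected with COUP-TFII expression vector driving the NGFI-A reporter; 0% = median of COUP-TF2 test wells and 100% = reporter-only cells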
Target sequence (P24468 whole entry, looked up): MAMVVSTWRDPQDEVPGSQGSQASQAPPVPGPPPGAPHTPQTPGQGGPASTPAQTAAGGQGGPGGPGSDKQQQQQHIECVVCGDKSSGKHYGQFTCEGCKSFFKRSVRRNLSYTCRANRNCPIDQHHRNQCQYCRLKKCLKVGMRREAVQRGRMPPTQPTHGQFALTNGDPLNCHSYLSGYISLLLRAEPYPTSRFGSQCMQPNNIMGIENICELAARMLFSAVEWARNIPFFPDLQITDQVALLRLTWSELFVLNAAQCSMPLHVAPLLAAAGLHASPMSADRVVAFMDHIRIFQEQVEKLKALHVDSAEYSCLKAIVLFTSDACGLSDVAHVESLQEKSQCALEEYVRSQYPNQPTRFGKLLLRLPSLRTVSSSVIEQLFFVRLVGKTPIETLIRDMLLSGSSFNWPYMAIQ
SRC1 inh = inhibitors of human steroid receptor coactivator 1 (SRC1) | Q15788 | HEK293 GAL4-SRC1 luciferase reporter, luminescence | inhibition, % at 3.6 µM | 360,000 tested, 0.12% active | AID 588354;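 active means inhibition above the campaign mean plus 3 SD, with each screening campaign given its own cutoff, cut at about 60% in these data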;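 further: 0% = DMSO treated cells and 100% = gossypol at 36 µM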
LMP1 NFkB inh = inhibitors of Epstein-Barr LMP1-induced NF-kappaB reporter; LMP1-induced NF-kappaB luciferase reporter cells, luminescence; inhibition, % at 12.5 µM; 350,000 tested, 0.69% active; AID 504558; in the data active means inhibition above about 41%;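 further: 0% = neutral control wells and 100% = reference inhibitor control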
SRC3 inh = inhibitors of human steroid receptor coactivator 3 (SRC3); Q9Y6Q9; HEK293 GAL4-SRC3 luciferase reporter, luminescence; inhibition, % at 3.6 µM; 360,000 tested, 0.17% active; AID 588352;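 active means inhibition above a per-campaign cutoff, the mean of all compounds plus 3 SD, cut at about 60% in these data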;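 further: 0% = DMSO-treated cells and 100% = gossypol-treated cells at 36 µM; higher means less SRC3-driven luciferase light from the GAL4 reporter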
NOD2 RIPK2 PPI = blocks binding of human NOD2 to RIPK2. inhibition, % at 4.98 µM. O43353. CHO BLA complementation NOD2-RIPK2, CCF4 ratio. AID 624267. 360,000 tested, 0.38% active; in the data active means inhibition above about 21%;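 further: 0% = vehicle only and 100% = reference blocker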
Target sequence (O43353 whole entry, looked up): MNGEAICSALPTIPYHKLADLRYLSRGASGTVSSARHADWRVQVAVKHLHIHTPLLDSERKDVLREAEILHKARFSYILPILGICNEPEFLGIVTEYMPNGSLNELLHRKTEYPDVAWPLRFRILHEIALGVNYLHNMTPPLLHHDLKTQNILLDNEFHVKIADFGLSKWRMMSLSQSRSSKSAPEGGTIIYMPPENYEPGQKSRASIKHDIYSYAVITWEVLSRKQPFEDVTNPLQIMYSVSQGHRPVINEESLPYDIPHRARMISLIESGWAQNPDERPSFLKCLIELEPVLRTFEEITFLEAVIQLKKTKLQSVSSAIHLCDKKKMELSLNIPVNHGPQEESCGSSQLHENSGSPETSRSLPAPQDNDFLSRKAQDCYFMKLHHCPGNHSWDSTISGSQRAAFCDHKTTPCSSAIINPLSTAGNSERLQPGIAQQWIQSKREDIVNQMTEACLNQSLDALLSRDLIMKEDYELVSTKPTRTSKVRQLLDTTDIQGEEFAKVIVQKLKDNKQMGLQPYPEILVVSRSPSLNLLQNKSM
NR5A2 inv ag = NR5A2 inverse agonism in reporter assay; O00482; HEK293T StAR-luciferase reporter, LRH-1 transfected, 24 h; inhibition, % at 3.6 µM; 360,000 tested, 0.13% active;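 active means inhibition above the mean inhibition of all tested compounds plus 3 SD, cut at about 73% in these data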;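 further: 0% = DMSO wells and 100% = reporter-only cells lacking LRH-1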
SRC2 inh = human SRC2 (NCOA2) inhibition | Q15596 | HEK293 GAL4-SRC2 luciferase reporter, luminescence | inhibition, % at 9 µM | 370,000 tested, 0.17% active | AID 651957;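 active means inhibition above the mean inhibition of all tested compounds plus 3 SD, set per campaign, cut at about 52% in these data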;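 further: 0% = DMSO treated cells and 100% = cells given Gossypol at 36 µM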
TLR9-MyD88 inh = blocks human TLR9 binding to MyD88; 340,000 tested, 0.21% active; CHO BLA complementation TLR9-MyD88, CCF4 FRET ratio; inhibition, % at 4.98 µM;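 active means inhibition above the mean over all tested compounds plus 3 SD, cut at about 21% in these data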;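 further: 0% = DMSO only wells and 100% = clavulanate BLA inhibitor control wells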
* = called active by the depositor; · = not tested or not shown. The list is partial (hit frequency here may not be typical).

(1) O=C(NCc1cccc(C(F)(F)F)c1)C1CC(c2cccc(F)c2)=NO1 (stereo not drawn)
(2) O=S(=O)(Nc1cccc(-c2cn3c(n2)SCC3)c1)c1ccc(F)cc1F
(3) COc1ccc(C(C)=O)c(Oc2cc(NN3CCCCC3)c([N+](=O)[O-])cc2[N+](=O)[O-])c1
(4) CC1(C)CC(=O)C2=C(C1)NCN(Cc1ccc3c(c1)OCO3)C2
(5) Cc1nc(C)c(CC(=O)N/N=C/c2ccc(O)cc2)c(=O)[nH]1
(6) Cc1cc(NC(=O)c2cc3n(n2)C(C(F)(F)F)CC(c2ccc(Cl)c(Cl)c2)N3)no1 (stereo not drawn)

screen / no.	1	2	3	4	5	6
TROY signal inh	8	-12	-8	-12	-1	26
TWEAK Fn14 block	5	-8	-19	-12	-16	11
C8 TRAIL sens	2	-4	10	6	-16	3
COUP-TFII inh	-4	0	6	-5	10	9
SRC1 inh	-2	-18	1	-4	-1	-6
LMP1 NFkB inh	4	-6	-3	-7	-2	-8
SRC3 inh	2	19	-15	-47	8	14
NOD2 RIPK2 PPI	-3	5	-9	1	1	-1
NR5A2 inv ag	-8	0	12	-3	-9	4
SRC2 inh	-14	-11	-19	-41	-18	-8
TLR9-MyD88 inh	-4	1	-10	-15	-7	-2

(7) COc1ccc([N+](=O)[O-])cc1NC(=O)COC(=O)Cc1cc(OC)c(OC)c(OC)c1
(8) C=CCSc1cc(C)nc2c(-c3ccc(Cl)cc3)c(C)nn12
(9) O=C(COc1cccc2c1CCN(Cc1ccc(Br)cc1)C2=O)N1CCOCC1
(10) COC(=O)c1oc2c(c1C)C(=O)CCC2
(11) Cc1ccc(-c2cc(C(=O)N3CCN(c4ccccc4O)CC3)c3ccccc3n2)cc1
(12) COc1cccc2[nH]c3c(N4CCC5(CC4)OCCO5)ncnc3c12

screen / no.	7	8	9	10	11	12
TROY signal inh	-1	0	16	8	-16	-18
TWEAK Fn14 block	3	-6	-7	-7	14	-19
C8 TRAIL sens	-9	14	6	-8	48	24
COUP-TFII inh	4	12	28	4	-23	-11
SRC1 inh	-5	-24	-14	10	-31	-15
LMP1 NFkB inh	1	2	8	·	9	-6
SRC3 inh	9	-6	10	7	-22	3
NOD2 RIPK2 PPI	-2	-2	5	-9	-1	-10
NR5A2 inv ag	5	4	18	-7	-19	0
SRC2 inh	-32	1	12	6	-46	-24
TLR9-MyD88 inh	-1	4	-7	·	1	3

(13) COCCCn1c(C)nc2c(c1=O)c1nc3ccccc3nc1n2CCc1ccccc1
(14) COc1ccc(S(=O)(=O)N2CCOCC2)cc1NC(=O)/C=C/c1ccc(F)cc1
(15) N#CCCN(Cc1ccccc1)C(CCc1ccccc1)C(=O)NC1CCCCC1 (stereo not drawn)
(16) CC(=O)C1=NN(c2ccc(Cl)cc2)C(c2ccc3c(c2)OCO3)N(C(C)=O)N1C (stereo not drawn)
(17) O=S(=O)(c1ccc(Cl)cc1)N1CCc2ccccc21
(18) N#Cc1cn(Cc2ccccc2)c2ccccc12

screen / no.	13	14	15	16	17	18
TROY signal inh	-16	-29	-10	0	-4	-10
TWEAK Fn14 block	22	-16	12	-3	5	-15
C8 TRAIL sens	17	5	8	6	6	-2
COUP-TFII inh	·	8	13	1	0	-2
SRC1 inh	-21	-10	0	3	-11	7
LMP1 NFkB inh	-1	2	·	13	10	-20
SRC3 inh	12	-6	-18	5	7	0
NOD2 RIPK2 PPI	3	-6	-7	16	7	2
NR5A2 inv ag	-26	-23	-18	14	0	-7
SRC2 inh	·	-26	5	-30	1	6
TLR9-MyD88 inh	4	9	·	-5	6	1

Some of these compounds in order of their number in NOD2 RIPK2 PPI, falling:
item	molecule	NOD2 RIPK2 PPI
2	O=S(=O)(Nc1cccc(-c2cn3c(n2)SCC3)c1)c1ccc(F)cc1F	5
18	N#Cc1cn(Cc2ccccc2)c2ccccc12	2
8	C=CCSc1cc(C)nc2c(-c3ccc(Cl)cc3)c(C)nn12	-2
12	COc1cccc2[nH]c3c(N4CCC5(CC4)OCCO5)ncnc3c12	-10

(next part)
(19) COc1ccc2nc(/C(C#N)=C\c3ccc(C(=O)O)cc3)[nH]c2c1
(20) Cc1ccccc1NC(=O)/C(C#N)=C\c1cc(C)n(-c2ccc(C(=O)O)cc2)c1C
(21) CCC(=O)N(CCc1ccccc1C)Cc1cc2cc3c(cc2[nH]c1=O)OCO3
(22) O=C(c1ccc(Cl)cc1)N1CCC(O)(CSc2ccc(Cl)cc2Cl)CC1
(23) O=S(=O)(NCCN1CCCC1)c1ccc(C(F)(F)F)cc1
(24) Cc1ccnc(Nc2nc(-c3ccccc3)cs2)c1

screen / no.	19	20	21	22	23	24
TROY signal inh	-7	-15	6	38	21	8
TWEAK Fn14 block	-10	-36	-5	33	-18	53*
C8 TRAIL sens	18	-6	7	-10	-12	42
COUP-TFII inh	-42	-6	7	4	8	-7
SRC1 inh	-87	-8	-48	6	-1	-77
LMP1 NFkB inh	15	10	5	7	1	-54
SRC3 inh	-70	5	10	9	-6	-125
NOD2 RIPK2 PPI	16	-6	-12	0	-4	-7
NR5A2 inv ag	-179	-34	0	6	-7	-160
SRC2 inh	-38	8	12	2	-2	-33
TLR9-MyD88 inh	16	3	-6	-6	6	2

(25) CNC(=O)c1c(NC(=O)c2ccc(S(=O)(=O)N3CCCc4ccccc43)cc2)sc2c1CCN(C)C2
(26) COc1ccc(C(=O)NCC2CCCO2)cc1S(=O)(=O)NCc1ccc(Cl)cc1 (stereo not drawn)
(27) COc1ccc(/C=C(\NC(=O)c2ccccc2)C(=O)N/N=C/c2sccc2C)cc1
(28) CCNC(=S)N/N=C/c1cccc(C)c1
(29) CC1=C(C)CC(C(=O)NNC(=O)c2ccccc2)C(C(=O)O)C1 (stereo not drawn)
(30) CCOC(=O)c1[nH]c2ccc(F)cc2c1NC(=O)c1cc(OC)c(OC)c(OC)c1

screen / no.	25	26	27	28	29	30
TROY signal inh	4	-4	-15	-41	-61	-1
TWEAK Fn14 block	6	-23	0	-12	-21	21
C8 TRAIL sens	21	-2	5	9	-7	-13
COUP-TFII inh	-2	4	3	-9	-33	-17
SRC1 inh	-24	3	5	-68	-30	-25
LMP1 NFkB inh	-9	-1	-2	-15	-12	4
SRC3 inh	-6	-8	-1	-11	-35	0
NOD2 RIPK2 PPI	7	-7	0	1	-6	1
NR5A2 inv ag	6	-3	-10	-50	-21	-7
SRC2 inh	-6	-3	-7	-24	-54	-26
TLR9-MyD88 inh	6	2	-9	1	-2	-10

Limited to LMP1 NFkB inh (2 entries from above):
entry | smiles | LMP1 NFkB inh
28 | CCNC(=S)N/N=C/c1cccc(C)c1 | -15
29 | CC1=C(C)CC(C(=O)NNC(=O)c2ccccc2)C(C(=O)O)C1 (stereo not drawn) | -12

(next part)
(31) Oc1cccc2cc3cccc(O)c3c(O)c12
(32) CS(=O)(=O)Nc1ccccc1C(=O)Nc1cccc(Cl)c1
(33) CC1=NNC(=O)C1CCC(=O)N/N=C(/C)c1ccc([N+](=O)[O-])cc1 (stereo not drawn)
(34) O=C(O)c1ccc2c(=O)n(-c3ccc(F)c(Cl)c3)c(=S)[nH]c2c1
(35) NS(=O)(=O)c1ccc(CCNC(=O)C2COc3ccccc3O2)cc1 (stereo not drawn)
(36) Cc1ccc(SCC(=O)NCC(C)C)cc1

screen / no.	31	32	33	34	35	36
TROY signal inh	-11	24	-7	-8	11	-29
TWEAK Fn14 block	-6	15	13	-3	6	-17
C8 TRAIL sens	7	20	-1	-11	-5	12
COUP-TFII inh	·	12	11	-16	-6	1
SRC1 inh	-3	2	7	4	-9	-34
LMP1 NFkB inh	-1	6	3	-5	2	-12
SRC3 inh	11	13	6	10	-8	-9
NOD2 RIPK2 PPI	-13	-3	-7	3	-7	-4
NR5A2 inv ag	-1	-12	8	-4	10	-4
SRC2 inh	·	31	1	5	-16	-1
TLR9-MyD88 inh	-2	1	5	1	-7	-5

(37) NS(=O)(=O)c1ccccc1NC(=S)Nc1ccccc1S(N)(=O)=O
(38) COc1ccc2ccccc2c1/C=N/NC(=O)CC1(C)OCCCO1
(39) C[C@H](N)c1nnc(SCC(=O)c2ccc(Cl)cc2)o1
(40) O=C(C[n+]1cc(Br)cc2ccccc21)c1ccc(F)cc1
(41) C(=N\N=C\c1ccncc1)/c1ccncc1
(42) COc1ccccc1CNC(=O)c1ccc(Cl)c(NC2=NC3CS(=O)(=O)CC3S2)c1 (stereo not drawn)

screen / no.	37	38	39	40	41	42
TROY signal inh	8	-3	11	-9	-3	1
TWEAK Fn14 block	8	-19	9	15	-4	6
C8 TRAIL sens	-6	-2	-7	-23	2	4
COUP-TFII inh	20	15	-4	-3	-4	3
SRC1 inh	7	-27	-4	-39	-2	-2
LMP1 NFkB inh	-3	10	3	-10	5	-6
SRC3 inh	-2	1	-19	-43	-6	14
NOD2 RIPK2 PPI	-8	0	-2	-13	-14	-3
NR5A2 inv ag	9	-14	15	28	14	-10
SRC2 inh	-3	-11	-6	4	-9	0
TLR9-MyD88 inh	7	1	-3	-8	2	1

(43) Cn1c(COc2ccccc2)nnc1SCC(=O)Nc1ccc(N2CCOCC2)c(Cl)c1
(44) CCOC(=O)Cn1nc(C)c(NC(=O)c2cccc([N+](=O)[O-])c2)c1C
(45) CCCCCC1CCC(C(=O)NCCN2CCOCC2)CC1 (stereo not drawn)
(46) CCN(CC)CCNc1ccc(CO)c2oc3ccccc3c(=O)c12

screen / no.	43	44	45	46
TROY signal inh	-8	-5	5	-30
TWEAK Fn14 block	-24	4	-2	-30
C8 TRAIL sens	-15	5	6	4
COUP-TFII inh	9	16	-8	4
SRC1 inh	-12	-16	1	14
LMP1 NFkB inh	-2	5	0	1
SRC3 inh	5	2	-17	9
NOD2 RIPK2 PPI	0	2	7	-4
NR5A2 inv ag	-1	-4	9	0
SRC2 inh	-11	-7	-13	-22
TLR9-MyD88 inh	-6	2	-1	0
